High-throughput results deposited in PubChem by National Center for Advancing Translational Sciences (NCATS).
HCV inh = HCV inhibition | AID 651820 | Potency, µM (doses to about 41.8 µM), for inactives: at the highest dose activity change, negative = inhibition, usual class: inhibitors | Huh7.5.1 HCVcc-Cre infection, luciferase reporter, 44 h | 340,000 compounds, 3.4% hits; note: potency is the fitted concentration of half-maximal effect
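Compounds are dispensed onto cells plated 4 h earlier at 1,000 per well, with HCVcc-Cre virus (about 0.5 moi) added next. Following 44 h of culture, luminescent signal is measured for 15 sec after 15 min with substrate at room temperature.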
AmpC inh no detg = AmpC beta-lactamase inhibition without detergent; AmpC nitrocefin hydrolysis, absorbance 480 nm, 0.0001% Triton; Potency, µM (top dose mostly 57.1 µM), for inactives: at the highest dose activity change, negative = inhibition, most hits filed as inhibitors; 330,000 compounds, 0.52% hits; AID 485341;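 note: potency is the fitted concentration of half-maximal effect; plate controls were no compound for no effect and no enzyme for full effect; nearly all actives have a fitted effect of over 20% in size; some results filed as inactive show a strong effect at the top dose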
Target sequence (P00811 whole entry, looked up): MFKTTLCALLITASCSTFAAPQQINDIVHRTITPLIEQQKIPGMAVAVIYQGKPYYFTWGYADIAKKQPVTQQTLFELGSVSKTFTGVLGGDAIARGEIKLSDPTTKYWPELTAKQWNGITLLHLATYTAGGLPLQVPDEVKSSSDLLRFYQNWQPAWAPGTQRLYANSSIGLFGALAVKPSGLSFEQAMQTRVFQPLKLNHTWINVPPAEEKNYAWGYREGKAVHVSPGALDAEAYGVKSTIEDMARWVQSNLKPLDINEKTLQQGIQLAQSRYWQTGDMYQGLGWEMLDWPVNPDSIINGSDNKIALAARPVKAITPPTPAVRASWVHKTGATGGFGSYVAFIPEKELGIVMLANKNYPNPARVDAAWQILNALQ
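AmpC (5.3 nM in the dispensed reagent) in 20 mM phosphate pH 7.0 with 0.01% (detergent screen) or 0.0001% Triton X-100 was preincubated with compounds for 15 min at room temperature. Nitrocefin was then added from an 800 uM solution, and hydrolysis was followed at 480 nm.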
HCMV inh = human cytomegalovirus inhibition | HFF cells, HCMV-luciferase reporter, 72 h; hits give low values | 410,000 compounds, 4.5% hits | activity change, negative = inhibition, % at 57.5 µM; in the data active = activity change below about -60%; inconclusive = no clear call, values can overlap the other calls; inactive = above about -39%
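Two-dose cell screen: HFF monolayers treated with compounds and infected with luciferase-expressing HCMV at 1 PFU/cell, 72 h at 37C, then lysed for luciferase measurement.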
AMA1-RON2 inh = inhibitors of Plasmodium falciparum AMA1-RON2 interaction; 360,000 compounds, 0.2% hits; AlphaScreen AMA1-biotinylated RON2 peptide binding; Potency, µM (doses to about 58.2 µM), inactives show at the highest dose activity change, negative = inhibition, usual class: inhibitors; AID 720542;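 note: potency is the fitted concentration of half-maximal effect; 0% = vehicle wells and -100% = peptide control; nearly all actives have a fitted effect of over 45% in size; some results filed as inactive show a strong effect at the top dose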
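AMA1 (3D7) with his tag at 25 nM final met compounds first, then biotinylated RON2 peptide at 25 nM; detection used donor plus acceptor beads, 10 µg/mL apiece, read by AlphaScreen after 30 min at room temperature.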
TbPYK inhibitor = inhibitors of Trypanosoma brucei pyruvate kinase. TbPYK enzyme, Kinase-Glo Plus ATP luminescence, 45 min. Potency, µM (highest dose often 76.8 µM), inactives show at the top dose activity, negative = inhibition, most hits filed as inhibitors. 410,000 compounds, 0.12% hits. AID 624173; note: potency is the fitted concentration of half-maximal effect; nearly all actives have a fitted effect of over 50% in size
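Activity of T. brucei pyruvate kinase was followed by Kinase-Glo Plus luminescence after the enzyme reacted 45 min at room temperature with 130 uM ADP (final) and substrate. Test compounds were added before ADP at multiple concentrations.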
LmPK inh = blocks Leishmania mexicana pyruvate kinase activity | Q27686 | 290,000 compounds, 0.37% hits | purified LmPK, Kinase-Glo ATP luminescence, 1 h | Potency, µM (top dose mostly 57.5 µM), for the others: at the highest dose activity change, negative = inhibition, usual class: inhibitors; note: potency is the fitted concentration of half-maximal effect
Target sequence (Q27686 whole entry, looked up): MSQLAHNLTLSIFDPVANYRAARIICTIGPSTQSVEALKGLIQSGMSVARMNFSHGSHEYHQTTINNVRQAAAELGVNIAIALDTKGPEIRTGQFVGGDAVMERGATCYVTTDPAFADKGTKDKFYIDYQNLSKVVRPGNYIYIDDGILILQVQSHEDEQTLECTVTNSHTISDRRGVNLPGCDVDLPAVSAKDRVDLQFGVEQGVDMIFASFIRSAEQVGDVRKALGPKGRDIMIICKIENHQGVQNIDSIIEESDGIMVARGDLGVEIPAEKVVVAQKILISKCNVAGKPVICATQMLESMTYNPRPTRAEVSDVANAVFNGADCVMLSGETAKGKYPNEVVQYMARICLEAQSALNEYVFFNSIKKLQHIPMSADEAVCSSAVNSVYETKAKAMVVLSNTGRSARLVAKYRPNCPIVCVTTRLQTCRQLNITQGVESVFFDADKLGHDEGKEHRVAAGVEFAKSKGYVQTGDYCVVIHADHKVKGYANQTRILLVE
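0.1 nM LmPK, 0.5 mM PEP, 0.1 mM ADP; 50 mM imidazole pH 7.2, 7 mM MgCl2, 50 mM KCl; 1 h RT. Kinase-Glo luminescence readout, normalized to no-enzyme (full inhibition) and uninhibited wells.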
AmpC detergent = inhibitors of E. coli AmpC beta-lactamase with detergent; 370,000 compounds, 0.041% hits; P00811; AmpC hydrolysis of nitrocefin, absorbance 480 nm, 0.01% Triton; Potency, µM (titrated, usually from 114 µM), inactives show at the highest dose activity change, negative = inhibition, most hits filed as inhibitors;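 note: potency is the fitted concentration of half-maximal effect; 0% = no-compound wells and -100% = no-enzyme wells; nearly all actives have a fitted effect of over 25% in size; some results filed as inactive show a strong effect at the top dose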
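20 mM phosphate pH 7.0 + 0.01% (detergent screen) or 0.0001% Triton X-100; 5.3 nM AmpC reagent; cpd preinc 15 min RT; nitrocefin (800 uM stock) to start; A480 q20 s × 4 min; Activity was normalised to no-enzyme and no-compound control wells.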
Starred values were filed as active, the others as inactive; ? = inconclusive; . = no result given; & = joins results of further samples; [ ] = dose if it differs, or a comment. Unless noted, calls come from the whole dose curve; as a rule, active = well fitted curve in the direction sought with a large enough effect; inconclusive = small, poorly fitted or top-dose-only effect, or another doubt; inactive = no such curve, though single readings can be large; an effect the other way counts as inactive or inconclusive. Unless noted, % is set by controls: 0 for no effect and ±100 for the full control effect.

SMILES	HCV inh	AmpC inh no detg	HCMV inh	AMA1-RON2 inh	TbPYK inhibitor	LmPK inh	AmpC detergent
O=C(c1ccc(CS(=O)c2cccc(Cl)c2)o1)N1CCN(c2ccccn2)CC1 (stereo not drawn)	-19%	11%	-15	-1%	5%	1%	-6%
COc1ccc(Cn2c(=O)oc3ccc(C)cc32)cc1	-3%	-23%	-2	14%	8%	-3%	?
c1ccc(OCC2CCNCC2)nc1	15%	-9%	9	5%	4%	3%	-1%
Cc1ccc(C)c(NC(=O)c2nnn(Cc3ccc(F)cc3Cl)c2N)c1	.	.	16	.	-1%	.	24%
Cc1nnc(CN(C)C(=O)CC2C(=O)NCCN2Cc2ccccc2C)o1 (stereo not drawn)	19%	-8%	8	125%[activator]	-1%	-2%	?
Cc1cc(C)cc(-n2c(C)cc(/C=C3\C(=O)NC(=O)N(C)C3=O)c2C)c1	-1%	-26%	?	-6%	-5%	1%	?
CCCN1C(=O)c2[nH]nc(-c3cc(Cl)c(C)cc3O)c2C1c1ccc(O)c(OC)c1 (stereo not drawn)	-30%	-22%	-28	92%[activator]	-6%	4%	2%
COc1ccc(CCNC(=O)CSCc2ccc(Br)cc2)cc1OC	-5%	25%	-9	-1%	3%	2%	-13%
COc1ccc(C(O)c2ncc(-c3ccccc3C)[nH]2)cc1 (stereo not drawn)	.	.	-7	-9%	4%	.	.
O=C(CN1C(=O)C(=O)N(C2CCCC2)C1=O)NCCc1ccc(F)cc1	-9%	-9%	-32	-8%	0%	.	.
CCOC(=O)c1cc(OC(=O)c2cccc(C)c2)n(-c2ccccc2)n1	.	.	6	.	-1%	.	16%
CC(C)(C)C(=O)CCN1C(=O)C2(OCCO2)c2ccccc21	15%	-11%	2	11%	-10%	-11%	-1%
O=C(N/N=C/c1cc([N+](=O)[O-])ccc1O)C1CCCCC1	12%	-24%	-66*	26%	3%	0%	-10%
OCCNC(=S)Nc1cc(Cl)cc(Cl)c1	10%	-32%	12	-4%	-2%	8%	?
Nc1cc(C(=O)OCC(=O)N2CCN(C(=O)COC(=O)c3ccc(Cl)c(N)c3)CC2)ccc1Cl	13%	-12%	-4	0%	-8%	.	?
COc1ccc(CC(=O)Nc2cccc3c2CCCC3)cc1	-5%	-7%	7	6%	1%	1%	-4%
Cc1ccc(OCC(=O)N(Cc2nnc(-c3ccccc3Cl)o2)C2CC2)cc1C	?	60%	0	44%[activator]	3%	.	-4%
O=C(NCc1ccc(S(=O)(=O)Nc2ccccc2Cl)s1)c1ccccc1	4%	-48%	10	2%	-5%	5%	-14%
O=C(NNC(=O)c1ccc(Cl)nc1)c1ccc(Br)cc1	-11%	-18%	-16	32%[activator]	-4%	.	.
O=C1c2ccccc2/C(=C\c2ccc(Br)s2)N1c1ccccc1	-21%	-32%	30	-13%	-20%	.	.
O=C(NC1CCN(Cc2ccccc2)CC1)c1c(F)cccc1F	28%	-21%	-18	7%[11.6 µM]	-3%	1%	-12%
COc1cccc(CNC(=O)c2ccc3c(c2)N(Cc2ccc(C(F)(F)F)cc2)C(=O)c2ccccc2S3)c1OC	.	.	?	.	6%	.	-8%
CCCC[C@@H]1CN=C(N)N1CCc1cc(C(F)(F)F)cc(C(F)(F)F)c1	?	32%	-75*	0%	6%	-1%	7%
COc1ccc(NC(=O)c2cc(-c3cc(OC)c(OC)c(OC)c3)nc3ccccc23)cc1OC	?	168%[activator]	27	-7%	0%	-2%	-9%

Another view of 4 compounds above.
Value order: HCV inh, AmpC inh no detg, HCMV inh, AMA1-RON2 inh, TbPYK inhibitor, LmPK inh, AmpC detergent
- OCCNC(=S)Nc1cc(Cl)cc(Cl)c1
    10%, -32%, 12, -4%, -2%, 8%, ?
- Nc1cc(C(=O)OCC(=O)N2CCN(C(=O)COC(=O)c3ccc(Cl)c(N)c3)CC2)ccc1Cl
    13%, -12%, -4, 0%, -8%, ., ?
- COc1ccc(CC(=O)Nc2cccc3c2CCCC3)cc1
    -5%, -7%, 7, 6%, 1%, 1%, -4%
- Cc1ccc(OCC(=O)N(Cc2nnc(-c3ccccc3Cl)o2)C2CC2)cc1C
    ?, 60%, 0, 44%[activator], 3%, ., -4%

(continued)
SMILES	HCV inh	AmpC inh no detg	HCMV inh	AMA1-RON2 inh	TbPYK inhibitor	LmPK inh	AmpC detergent
CN1CCC2(CC1)C1CN(C)CC=C1C(C#N)=C(N)C2(C#N)C#N (stereo not drawn)	-8%&11%	-8%&-4%	-8&-7	13%&5%	-2%&5%	-5%&-7%	1%&0%
O=C(Nc1nnc(N2CCCC2)s1)Nc1cc(F)ccc1F	.	.	27	.	4%	.	20%
CCOC(=O)c1cnn(-c2ccccc2)c1NC(=O)c1cccs1	-3%	-23%	28	7%	2%	-1%	0%
COC(=O)c1c(N2C(=O)CCC2=O)sc2c1CCCC2	14%	-4%	-18	2%	-5%	9%	?
CCCCNc1cc(C)nc(N2CCOCC2)n1	-5%	-3%	-1	3%	-5%	-2%	-8%
OC(c1ccccc1)(c1ccccc1)c1ccncc1	1%	-20%	?	3%	1%	-1%	-9%
C[C@H](NC(=O)NCc1cccs1)C(=O)O	14%	-16%	1	17%	5%	1%	?
CC(C)NC(=O)c1ccc2nc([C@@H]3O[C@H](CO)[C@H](O)[C@H](O)[C@H]3O)[nH]c2c1	.	.	-22	3%	-2%	.	.
COC(=O)C(NC(=O)CCc1c(C)nc2c(-c3ccccc3)c(C)nn2c1C)C(C)C (stereo not drawn)	.	.	0	.	-14%	.	-10%
Cn1cnc(S(=O)(=O)N2CCCCC2c2cc(C(=O)Nc3cccc4c3CCCC4)no2)c1 (stereo not drawn)	.	.	-29	0%	-6%	.	.
Fc1ccc(CNCc2ccc(Br)cc2)cc1	12%	-13%	-16	16%	-4%	-3%	?
N#Cc1ccccc1NCC(=O)N1CCN(S(=O)(=O)c2ccccc2)CC1	5%	-17%	-13	1%	-2%	.	-3%
COc1ccc(C(=O)C2CCN(CC(=O)Nc3cc(C)cc(C)c3)CC2)cc1	?	59%	1	33%[activator]	5%	-1%	-9%
CC/C(C)=N/NC(=S)NCc1ccco1	16%	-24%	-27	69%[activator]	-3%	-3%	?
O=C(NCc1ccccc1)c1ccc(CNS(=O)(=O)c2ccc(Br)cc2)cc1	.	.	22	.	3%	.	1%
CC(=O)NC(c1cccc(F)c1)c1nc(-c2cccc(C(C)C)c2)cs1 (stereo not drawn)	.	.	6	5%	2%	.	.
N#CCc1c(C#N)c(N)nc(N2CCN(S(=O)(=O)c3ccccc3)CC2)c1C#N	-14%&-22%	-27%	-29	-1%	-11%	6%	-1%
COc1ccc(N(C)S(=O)(=O)c2cccc(C(=O)NCc3ccc4c(c3)OCO4)c2)cc1	?	-38%	-6	1%	-4%	-3%	-6%
COC(=O)C1=C(C)N(Cc2ccco2)C(=O)N[C@H]1c1cccc(C(F)(F)F)c1	1%[8.37 µM]	-5%	.	-14%	7%	6%	-7%
CCCc1nnc(NC(=O)C(CC)Sc2nnc3c4ccccc4n(C)c3n2)s1 (stereo not drawn)	.	.	-29	.	-3%	.	18%
C/C(O)=C(\C#N)c1nc2ccccc2[nH]1	4%	-12%	-36	125%[activator]	-1%	-11%	?
O=C(CSc1nnc2c3ccccc3c3ccccc3c2n1)Nc1ccccc1F	-13%	-37%	-88*	8%	-16%	-2%	?
CC(=O)N1CCN(c2ccccc2NC(=S)NC(=O)c2cc3ccccc3o2)CC1	?	166%[activator]	-9	48%[activator]	-10%	-4%	1%
C#CCOCCOCCOCCNc1nc(N2CCN(C(=O)[C@H]([C@@H](C)CC)n3cc(CCCN=C(N)N)nn3)CC2)nc(N2CCN(C(=O)[C@H](CCCCN)n3cc(CCC(=O)O)nn3)CC2)n1	15%	178%[activator]	3	0%	5%	4%	-7%
O=C(O)c1ccc(NC(CSCc2ccc(F)cc2)C(=O)O)c([N+](=O)[O-])c1 (stereo not drawn)	1%	-20%	40	9%	5%	0%	-11%
CCOC(=O)CNC(=O)c1sc2nc(C)cc(C)c2c1N	9%	-10%	5	9%	-13%	-2%	?
CCCCN(C)C(=O)C1CCN(c2ccc(S(=O)(=O)N3CCOCC3)cc2[N+](=O)[O-])CC1	?	164%[activator]	-29	34%[activator]	-8%	.	-14%
COc1ccc(Cl)cc1NC(=O)CSC1=Nc2ccccc2C2=NC(CC(=O)NCc3cccs3)C(=O)N12 (stereo not drawn)	.	.	23	.	1%	.	0%
C=CCN(CC=C)C(=O)C1CCN(S(=O)(=O)c2ccc(-n3cnnn3)cc2)CC1	-3%	-5%	-13	4%	5%	-4%	4%
COc1cccc(NC(=S)N2C3CCCC2CC(NC(=O)C2CC2)C3)c1 (stereo not drawn)	22%	3%	-4	-7%	-8%	-10%	?
Cc1ccc2nc(C)c(C(=O)N/N=C/c3cccs3)cc2c1	4%	-44%	50	-10%	3%	1%	0%
NC(=O)c1ccc(-n2nnnc2SCC(=O)Nc2ccc(F)cc2)cc1	7%	-12%	-3	7%	-12%	0%	-2%
O=C(CSc1nnc(CNC(=O)c2ccc(F)cc2)o1)c1ccccc1	17%	4%	12	40%[activator]	-19%	0%	-2%
CSc1ncc(Cl)c(C(=O)Nc2c(C(=O)Nc3cccc(C)c3)oc3ccccc23)n1	.	.	1	.	1%	.	18%
CC(C)CCNC(=O)C1(C)CCN1Cc1ccc(-c2ccccn2)cc1 (stereo not drawn)	.	.	-13	31%[activator]	-1%	.	.
Cc1nc2c(o1)C(=O)c1ccccc1C2=Nc1ccccc1	2.8µM*	.	-100*	-29%	-2%	.	.
N#Cc1ccc(-c2cccnc2)nc1SCC(N)=O	13%	-13%	-3	6%	6%	-2%	5%
Cc1nn(-c2ccccc2)nc1CNC(=O)C1CCC1	-3%	-3%	11	12%	0%	4%	3%
O=C(CSc1c2c(nc3ccccc13)CCC2)N1CCCC1	14%	3%	-36	-17%	0%	-5%	-3%
COCCN1Cc2cccc(C(=O)Nc3cc(C)cc(C)c3)c2C1=O	?	53%	-8	7%	0%	2%	1%
CC1Oc2ccccc2N(Cc2cccc(F)c2)C1=O (stereo not drawn)	4%	-22%	-11	17%	-4%	7%	-5%
O=C(CCn1c(=S)oc2ccccc21)NC1CCCCCCC1	6%	-9%	-9	10%	-4%	2%	-5%
CCOC(=O)C1=C(CC)OC(N)=C(C#N)C1c1ccc(F)cc1F (stereo not drawn)	10%	-13%	-2	-4%	-3%	0%	6%
O=c1[nH]cnc2scc(-c3ccc(F)cc3)c12	24%	-11%	-34	-4%	2%	4%	?
